# SSB-PriA inh – K. pneumoniae PriA-SSBct interaction inhibition | AID 1272365 | inhibition, % at 33 µM | 430,000 compounds, 0.6% hits | AlphaScreen SSBct-PriA binding, biotinylated peptide; in the data active = inhibition mostly above about 37%, no sharp cut-off; inactive = mostly below about 20%;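 also: plate controls were negative control peptide for no effect and reference peptide for full effect; strong numbers were not always called active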
# Starred values were filed as active, the others as inactive; & = joins results of further samples. These rows are one share of the data. The share of hits here may be higher or lower than overall.
SMILES,SSB-PriA inh
Cc1ncn(CC(=O)N2CC[C@H](Oc3ccc(N(C)C)nn3)C2)c(=O)c1C,-19
O=C(Nc1cccc(-c2nc3ccccc3o2)c1)C1CCCN1S(=O)(=O)c1ccc(Cl)s1 (stereo not drawn),3
O=S(=O)(Nc1cccc(-c2nc3ccccc3s2)c1)c1ccc(Cl)s1,5
O=C(Nc1cccnc1)Nc1c[nH]c2ccccc12,5
COc1ccc(CN)cc1CN(C)C,8
CCS(=O)(=O)NC(C)C(c1cccs1)N1CCN(Cc2ccccc2)CC1 (stereo not drawn),-3
O=C(CCc1csc2nc(-c3ccccc3)cn12)NCCCc1ccccc1,3
CC(Sc1ncc(-c2cccc(Br)c2)o1)C(=O)NCCc1ccccc1 (stereo not drawn),-34&-16
COc1ccc(-n2nnc(C(=O)OCc3cc(C)ccc3C)c2C)cc1Cl,-20
O=C(CN(c1ccc(F)cc1)S(=O)(=O)c1cccnc1)NCc1ccccc1,-1
CCOc1cc(C(=O)NCc2nnnn2-c2ccc(C)c(C)c2)cc(OCC)c1OCC,1
Cc1ccc(NC(=O)c2ccc(N3C(=O)CCC3=O)cc2)c(C(=O)c2ccccc2)c1,6
Cn1cc(CC(=O)Nc2cc(-n3cccn3)ncn2)c2ccccc21,7
CC(=NNC(=O)CSc1nc2ccccc2n1C)c1ccc(O)cc1,-4
CSCC[C@](C)(O)CNC(=O)c1ccccc1Cl,-6
O=C(CCc1ccccc1Br)NCC1(c2cccs2)CCOCC1,-35
CCCCC(=O)Nc1nnc(SCC(=O)Nc2cc(C)cc(C)c2)s1,-12
CCn1c(=NC(=O)COc2ccccc2)sc2cc(F)cc(F)c21,-13
O=C(Cn1cnc([N+](=O)[O-])n1)NN=Cc1ccccc1O,82
Fc1cccc(Cl)c1C=NNc1ccccn1,0
COC1CCN(C(=O)c2cc(C)cs2)CC1,-10
COC(=O)c1cc(OC)c(OC)cc1NC(=O)c1ccc2c(c1)CC(c1ccccc1)OC2=O (stereo not drawn),-12
O=C(C1CC1)N1CCc2ccc(NS(=O)(=O)c3cccs3)cc21,3
Cc1ccc(-c2cc(CC(=O)NCCCn3ccnc3)no2)cc1,24
Cc1nc2oc(-c3ccccc3)nc2cc1NC(=O)c1cnn(-c2ccccc2)c1C,-4

# Later entries.
SMILES,SSB-PriA inh
O=c1c2c(O)cc(O)cc2oc2ccc(O)c(OC3OC(CO)C(O)C(O)C3OC3OC(CO)C(O)C(O)C3O)c12 (stereo not drawn),-2
Cc1nccn1CC(O)Cn1c2c(c3cccc(Cl)c31)CCCC2 (stereo not drawn),57
COc1ccccc1C(C)=NNC(=S)NCc1ccccc1,16
CCCCC(O)=C1C(=O)CC(C)(C)CC1=Nc1ccc(OC)cc1,-8
Cc1cc(C)c(C)c(S(=O)(=O)NCC(=O)Nc2ccc3c(c2)OCCO3)c1C,-14
O=C(O)c1ccc(N2C(=O)c3ccccc3C2=O)cc1,-8
CS(=O)(=O)c1ccc2nc(NC(=O)c3ncc(-c4ccccc4)o3)sc2c1,-10
CSc1nc(C)cc(OCC(=O)NN=Cc2ccccc2O)n1,-6
O=c1[nH]c(SCc2nc(-c3ccccc3Cl)no2)nc2c(-c3ccccc3)c[nH]c12,-9
Cn1ccnc1SCC1CCN(C(=O)NCc2cccs2)CC1,2
CN(C)c1ccc(/C=N\NC(=O)c2ccccc2)cc1[N+](=O)[O-],17
COc1cccc(N2CCN(C(=O)C3CCN(S(=O)(=O)N4CCCC4)CC3)CC2)c1,-19
COc1ccc(-c2cc(N3CCC(C(=O)Nc4nc5c(s4)CCCC5)CC3)ncn2)cc1,-8
COc1ccc(-c2cn3c(CCC(=O)NCc4ccccn4)csc3n2)cc1,-6
CCOc1ccc(C(=O)NCCN2CCN(c3ccccc3)CC2)cc1OCC,-17
O=C(NCCc1ccc(F)cc1)C(=O)NC[C@@H](c1ccco1)S(=O)(=O)c1cccs1,-19
COC(=O)c1[nH]c(C)c(C(O)=C2C(=O)C(=O)N(Cc3cccnc3)C2c2cccnc2)c1C (stereo not drawn),-16
CCOC(=O)CC(C)=NNC(=O)c1cccs1,-7
CCOc1ccc2nc(NC(=O)c3snnc3CC)sc2c1,2
CCOc1ccc(-c2ccc(=O)n(CCNC(=O)c3c(F)cccc3Cl)n2)cc1,14
Cc1nn(C)c(C)c1S(=O)(=O)Nc1ccc(N2CCCCC2=O)cc1,0
Oc1ccccc1C1=NN2C(C1)c1cc(Cl)ccc1OC2c1ccsc1 (stereo not drawn),-7
O=C(Nc1cccc2nsnc12)C1CN(C(=O)c2cnccn2)C1,-2
CCCc1cc(=O)[nH]c(SCc2cccc(F)c2)n1,2
CCOC(=O)CCn1cc(-c2nc(-c3ccc(OC)c(F)c3)no2)ccc1=O,-10

# The listing continues.
SMILES,SSB-PriA inh
CCOC(=O)CCC(=O)Nc1c(C)nc2scc(C)n2c1=O,-6
CCc1ccc(-c2csc(NC(=O)c3ccc(F)c(F)c3)n2)cc1,-3
Cc1cc(C(=O)NCCc2nc(-c3ccco3)cn2C)c(C)o1,-1
CCC(=O)Nc1ccc(S(=O)(=O)NCCn2nc(-c3cccs3)ccc2=O)cc1,-12&-24
Cn1c(=NC(=O)C2CCN(S(=O)(=O)c3ccc(Cl)s3)CC2)sc2cc([N+](=O)[O-])ccc21,-2
CCC(CC)C(=O)NCCn1ncc2c(=O)n(Cc3cccc(Cl)c3)cnc21,6
CCOC(=O)N1CCN(c2ncnc3c2cnn3C)CC1,-12&2
O=C(Nc1nc(CN2CCc3ccccc3C2)cs1)c1ccc(N2C(=O)CCC2=O)cc1,-18
CC1(C)C(=O)NCCN1C(=O)CS(=O)(=O)c1ccc(F)cc1,6
O=C(NN=Cc1ccc(Cl)cc1)c1cc2c(s1)-c1ccccc1CC2,-7
COc1ccc(Cl)cc1NC(=O)CSc1nccn1Cc1ccc2c(c1)OCO2,45*
CN(C)CC1CSCCCN1C(=O)Cc1cccs1 (stereo not drawn),-8
Cc1csc(NC(=O)CC2CCCCN2S(=O)(=O)c2cccs2)n1 (stereo not drawn),21
O=C(NCCn1ncccc1=O)C1CCCC1,-8
O=S(=O)(c1ccc(Cl)cc1)N1CCCSC[C@@H]1CN1CCOCC1,0
O=C(Nc1ccc(Br)cc1)c1ccc(F)c(S(=O)(=O)N2CCN(c3ccc(F)cc3)CC2)c1,-1
COC(=O)c1ccc(C(=O)N2CCC[C@H](Cc3nc(C4CC4)no3)C2)cc1,0
C=C(C)Cn1c(-c2ccc(N)cc2)nc2ccccc21,21
O=C(NCCc1c[nH]c2ccccc12)C(=O)Nc1ccc2c(c1)CCCN2C(=O)c1cccs1,-24&26
COc1ccccc1-c1nnc2ccc(OCCNC(=O)c3cccc(C)c3)nn12,0
CC(C)(C)c1ccc(C(=O)NN=Cc2ccccn2)cc1,0
CSc1ccc(C(=O)Nc2nc3ccc(Br)cc3s2)cc1,2
COc1ccc(CC(C)(O)CNC(=O)c2c(F)cccc2F)cc1 (stereo not drawn),-44
Cc1nc(-c2cccc(NC(=O)C3(c4cccs4)CCCC3)c2)cs1,-5
COc1cccc(C=NNC(=O)CSCC(=O)Nc2ccccc2)c1O,8

# Remaining list, next part
SMILES,SSB-PriA inh
O=C(Cn1c(=O)c(-c2ccccc2)nc2ccccc21)NCc1ccccc1Cl,8
CCOc1ccc(NC(=O)Cn2c(C)cc(C)c(S(=O)(=O)c3ccccc3)c2=O)cc1,-3
Cc1noc(CNC(=O)c2cccc(Oc3ccccn3)c2)n1,-3
O=C(Cc1ccsc1)N1CCN(c2cc3c(nn2)CCCC3)CC1,-31
Brc1cc2c(cc1C=NNc1nc3ccccc3s1)OCO2,-2
N#Cc1nc(/C=C/c2ccccc2)oc1N1CCN(C(=O)c2ccco2)CC1,-9
CC(C)S(=O)(=O)c1ccc(CC(=O)Nc2cnn(C3CCOCC3)c2)cc1,4
COC(=O)c1ccccc1NC(=O)Cc1csc(Nc2ccc(Cl)cn2)n1,-10
COC(C)(CNC(=O)C(=O)Nc1ccon1)c1ccccc1F (stereo not drawn),-6
Cc1sc2ncnc(SCC(=O)Nc3nc(-c4ccccc4)ns3)c2c1C,-20
Cc1cc(C)c(C)c(S(=O)(=O)NCc2ccc(C(=O)Nc3ccc(-c4nc5ccccc5s4)cc3)cc2)c1C,-24&-10
O=C(CC(NCCCN1CCOCC1)C(=O)O)Nc1ccc2c(c1)OCO2 (stereo not drawn),-17&2
Cc1cc2ncc3c(n2n1)CCN(C(=O)CCc1ccc(Cl)c(C(F)(F)F)c1)C3,-3
O=C(CC12CC3CC(C1)CC(CC(=O)Nc1ccccc1)(C3)C2)Nc1ccccc1,8
NC(=NN=Cc1ccc(-c2ccc(O)c(C(=O)O)c2)o1)N[N+](=O)[O-],-14
CS(=O)(=O)NC1CCN(c2nc(-c3cccnc3)cs2)CC1,-3
CCN(CC)CCN(C(=O)c1cc(C)ccc1C)c1nc2c(SC)cccc2s1,22&27
Br/C(C=NNc1nc2ccccc2[nH]1)=C\c1ccccc1,22
COc1ccc(O)c(C=NNC(=O)CCn2nnc3ccccc32)c1,-3
Cc1cc(NC(=O)c2cc3c(=O)n4cccc(C)c4nc3s2)no1,-21
CCc1ccc(NC(=O)Cn2c(=O)c3c(N4CCN(C(C)=O)CC4)ccnc3n(C)c2=O)cc1,-1
COc1ccc(/C=C(/NC(=O)c2ccccc2)C(=O)NN=Cc2ccncc2)c(OC)c1,7
CN(C)CCN(C(=O)c1cc(-c2ccccc2)on1)c1nc2c(C(F)(F)F)cccc2s1,-9
COc1ccc2nc(-c3ccc(F)c(NC(=O)c4ccccc4C(F)(F)F)c3)cn2n1,7
Cc1cc(C(F)(F)F)nc(CCNC(=O)COc2ccccc2F)n1,-18

# Part of the list above in order of formula weight, high to low.
SMILES,SSB-PriA inh
Cc1cc2ncc3c(n2n1)CCN(C(=O)CCc1ccc(Cl)c(C(F)(F)F)c1)C3,-3
Cc1sc2ncnc(SCC(=O)Nc3nc(-c4ccccc4)ns3)c2c1C,-20
Brc1cc2c(cc1C=NNc1nc3ccccc3s1)OCO2,-2
Cc1cc(C(F)(F)F)nc(CCNC(=O)COc2ccccc2F)n1,-18

# Single values from the list:
# SSB-PriA inh with `Cc1cc(C)c(C)c(S(=O)(=O)NCc2ccc(C(=O)Nc3ccc(-c4nc5ccccc5s4)cc3)cc2)c1C` reads -24&-10
# SSB-PriA inh with `CCN(CC)CCN(C(=O)c1cc(C)ccc1C)c1nc2c(SC)cccc2s1` reads 22&27

# Next entries.
SMILES,SSB-PriA inh
O=C(NCCOc1ccccc1)[C@H]1CCCN(c2cc(-n3cccn3)ncn2)C1,0
CN1CCc2c(sc(N=Cc3cc(C(C)(C)C)ccc3O)c2C#N)C1,9
Cc1ccccc1C=NNc1ccc(Cl)nn1,-4
Cc1cc2ncc(CCCNC(=O)c3cc(-c4cccs4)[nH]n3)cn2n1,10
CCn1cccc(-c2nnc(SCC(=O)Nc3ccc(C(N)=O)cc3)n2C)c1=O,-13
NC(=S)NN=C1CC(n2nnn(-c3cccc(Cl)c3)c2=S)C2COC1O2 (stereo not drawn),3
COc1cccc(OC)c1C(=O)Nc1ccc(-c2cn3ccsc3n2)cc1,9
CCOc1ccc(C(=O)Cn2nc(-c3cccs3)c3sc(N4CCCCC4)nc3c2=O)cc1,0
CCCS(=O)(=O)Nc1cnc(N(C)C)nc1,-7
O=C(Nc1c2c(nn1-c1cccc(Cl)c1)CS(=O)(=O)C2)C(=O)NC1CCCC1,-13
Cc1c(Cl)cccc1NC(=O)Cn1nc(-c2ccc(F)cc2)c2sc(N3CCCC3)nc2c1=O,-5
CCSc1ccccc1C(=O)Nc1cnn(CC2CCOCC2)c1,-15
C=CCn1c(=NC(=O)CCS(=O)(=O)c2ccc(OC)cc2)sc2c(C)cc(C)cc21,1
Cc1ccc(C2NC(=S)NC(O)(C(F)(F)F)C2C(=O)c2ccccc2)o1 (stereo not drawn),11
CC(=O)N(CCCN(C)C)c1nc2c(F)cc(F)cc2s1,-11
O=C(N1CCc2nc3ccccn3c(=O)c2C1)C1(c2ccccc2)CC1,-2
Cc1ccc(CNC(=O)Cn2c(=O)n(Cc3cccs3)c(=O)c3ncccc32)cc1,-7
C=CCc1cccc(C=NNC(=O)CNc2ccccc2OC)c1O,10
COCCNC(=O)C(=O)NCCc1ccoc1,6
O=C(Cn1cnc2c(cnn2C2CCS(=O)(=O)C2)c1=O)N1CCN(c2ccccc2)CC1 (stereo not drawn),-10
Cc1ccc(SCCC2CCCCN2)cc1 (stereo not drawn),-3
O=C(NN=Cc1cccnc1)c1cc(Br)ccc1O,-1
O=S1(=O)N=CNc2ccc(S(=O)(=O)Nc3ccccc3Br)cc21,-9
CCOC(=O)N1CCN(S(=O)(=O)c2ccc(C(=O)Nc3cc(C)on3)cc2)CC1,-4
Clc1ccc(C2NCCn3cccc32)c(Cl)c1 (stereo not drawn),13

# Part of the list above in another layout.
O=C(NN=Cc1cccnc1)c1cc(Br)ccc1O
  SSB-PriA inh = -1

O=S1(=O)N=CNc2ccc(S(=O)(=O)Nc3ccccc3Br)cc21
  SSB-PriA inh = -9

CCOC(=O)N1CCN(S(=O)(=O)c2ccc(C(=O)Nc3cc(C)on3)cc2)CC1
  SSB-PriA inh = -4

Clc1ccc(C2NCCn3cccc32)c(Cl)c1 (stereo not drawn)
  SSB-PriA inh = 13

# Going on with the list:
SMILES,SSB-PriA inh
C[C@@H](CCc1ccccc1)NC(=O)C1CN(S(=O)(=O)C2CC2)C1,-2
O=c1c2c3c(sc2nc2ccc(NCc4ccco4)nn12)CCCC3,-25
O=C(N/N=C\c1ccccc1[N+](=O)[O-])c1cccc(Br)c1,1
Cn1c(-c2ccccn2)nn(CC(=O)NCc2ccc3c(c2)OCO3)c1=O,-5
CCCNC(=O)c1ccc2c(c1)ncc(=O)n2CC(=O)Nc1ccc(F)c(Cl)c1,-9
COc1cccc(NC(=O)N2CCC(Cn3cccn3)CC2)c1OC,10
ON=C1CCc2cccc3cccc1c23,-7
Cc1ccc(-c2ccc(=O)n(CCCC(=O)Nc3ccc(C(N)=O)cc3)n2)cc1,-18
Clc1ccccc1CSc1nccn2nc(-c3ccccc3)cc12,-22
Cc1cccc(C)c1NC(=O)CSc1ncc(-c2cccc(Br)c2)o1,-5
COc1cccc(-c2cc(COC(=O)c3cc4ccccc4oc3=O)no2)c1,-3
